Cardiac RTF inh = cardiac RTF calcium desensitization | P19429+P45379 | 340,000 tested, 0.12% active | inhibition, % at 7.15 µM | IANBD-labeled cardiac RTF, Ca2+ fluorescence;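 active = inhibition above the mean inhibition of all tested compounds plus 3 SD, cut at about 17% in these data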;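 also: assay run at fixed EC70 calcium of 1.6 mM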
PvdQ inh = blocks Pseudomonas aeruginosa PvdQ acylase activity; AID 488965; inhibition, % at 10 µM; purified PvdQ acylase, fluorescence plate reader; 340,000 tested, 0.063% active; in the data active = inhibition above about 30%, passing the limit was not always enough;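 also: 0% = vehicle neutral wells and 100% = reference inhibitor wells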
DAGLB inhibitor = blocks human DAGLB lipase activity | Q8NCG7 | 340,000 tested, 0.059% active | AID 504411 | inhibition, % at 5.17 µM | HEK293T DAGLB membrane lysate, EnzChek fluorogenic substrate; in the data active = inhibition above about 34%;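 also: 0% = enzyme with vehicle and 100% = wells lacking enzyme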
Keap1 Nrf2 FP = inhibitors of human Keap1-Nrf2 protein-protein interaction; Q14145; Keap1 Kelch-Nrf2 peptide fluorescence polarization, 1536-well; inhibition, % at 9.4 µM; 340,000 tested, 0.15% active; AID 504523; in the data active = inhibition above about 12%;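 also: human Keap1 Kelch domain with fluorescein labeled Nrf2 9mer peptide probe; 0% = neutral control wells and 100% = peptide positive control; higher means more block of Keap1 binding to Nrf2 peptide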
NSD2 HMT inh = blocks human histone methyltransferase NSD2; inhibition, % at 12.5 µM; O96028; 310,000 tested, 0.54% active; NSD2 peptide methylation, AlphaScreen, 120 min; AID 743445; in the data active = inhibition above about 50%
SR-BI DiI-HDL act = activators of SR-BI mediated HDL lipid uptake | CHO ldlA[mSR-BI] cells, DiI-HDL uptake fluorescence, 3 h; 100 = double the neutral-control signal | AID 504775 | 320,000 tested, 0.096% active | activation, % at 12.5 µM;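 active = mean replicate activation of at least 60% and every replicate at or above 60%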;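 also: 0% = median plate neutral-control signal and 100% = twice that signal; values of inactives mirror those of a sister screen read the other way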
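System: CHO ldlA[mSR-BI] cells / Medium: HEPES-buffered (25 mM, pH 7.4) F12 plus 0.5% BSA / Probe or stimulus: labelled HDL, 10 µg/mL / Doses: single compound concentration, delivered by pin transfer / Schedule: 3 h, 37 °C / Measured by: DiI fluorescence, bottom read / Measure: cell-associated DiI fluorescence as measure of HDL uptake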
SR-BI HDL uptake = mouse SR-BI HDL lipid transfer inhibition. inhibition, % at 12.5 µM. 320,000 tested, 0.96% active. ldlA[mSR-BI] CHO cells, DiI-HDL uptake fluorescence, 3 h. AID 488896;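 active = mean replicate inhibition of at least 70% and a set share of replicates each scoring 70 or more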;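 also: 0% = median of neutral control wells and 100% = median of positive control wells; values of inactives mirror those of a sister screen read the other way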
Target sequence (Q61009 whole entry, looked up): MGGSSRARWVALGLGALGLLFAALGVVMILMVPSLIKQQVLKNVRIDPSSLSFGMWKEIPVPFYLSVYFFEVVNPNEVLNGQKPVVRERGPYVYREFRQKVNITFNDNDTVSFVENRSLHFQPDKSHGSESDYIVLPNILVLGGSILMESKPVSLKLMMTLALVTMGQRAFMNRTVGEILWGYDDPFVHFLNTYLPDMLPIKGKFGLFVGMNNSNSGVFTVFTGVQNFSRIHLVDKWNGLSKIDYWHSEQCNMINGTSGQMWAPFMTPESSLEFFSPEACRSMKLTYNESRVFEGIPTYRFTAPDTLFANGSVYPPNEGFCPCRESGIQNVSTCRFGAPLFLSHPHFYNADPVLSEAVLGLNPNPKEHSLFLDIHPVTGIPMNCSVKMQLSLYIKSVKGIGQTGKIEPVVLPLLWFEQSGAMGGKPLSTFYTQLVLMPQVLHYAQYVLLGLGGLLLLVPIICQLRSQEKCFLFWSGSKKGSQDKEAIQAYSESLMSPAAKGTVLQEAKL
Arr AP2 block = inhibitors of human beta-arrestin and AP2 interaction; FITC-arrestin peptide / GST-AP2 beads, flow cytometry; AP2 beta2 appendage carries R879A mutation; inhibition, % at 10 µM; 340,000 tested, 0.31% active; AID 504490;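 active = inhibition above a set limit, near 3 SD of compounds lacking own fluorescence, cut at about 54% in these data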;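 also: plate controls were DMSO wells for no effect and 5 µM unlabelled arrestin peptide for full effect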
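Material – AP2 appendage R879A on GSH beads · Buffer or medium – PBS with 0.05% Tween 20 and 0.1% BSA · Probe or stimulus – fluorescein-tagged arrestin peptide at 50 nM final · Incubation – compound with beads 12 min RT, then probe 1 h RT · Detection – high-throughput flow cytometry of beads, ex 488, em 535 nm · Evaluation – percent response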
C-LANA FP = blocks KSHV LANA C-terminal domain binding to DNA; MBP-C-LANA/FAM-LBS DNA binding, fluorescence polarization; inhibition, % at 9 µM; 340,000 tested, 0.078% active;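 active = highest replicate inhibition at or above 60% at 9 µM, even if other replicates fall short; inactive = all replicates below 60% inhibition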;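 also: 0% = neutral control wells and 100% = 4 µM acridine orange control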
PKA-R2B activ = PKA-R2B complex activation. P22694+P31323. PKA-R2B holoenzyme dissociation, Cy5-IP20 fluorescence polarization; R2B truncated from residue 108, S112A mutant; 0% DMSO only, 100% 113 µM cGMP. activation, % at 11.4 µM. 340,000 tested, 0.079% active. AID 504700;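 active = activation above a cutoff set at the mean over all compounds plus 3 SD, cut at about 18% in these data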;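 also: higher means more holoenzyme dissociation and a rise in polarization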
Target sequence (P31323 whole entry, looked up, other chains not shown, the tested form may be a part): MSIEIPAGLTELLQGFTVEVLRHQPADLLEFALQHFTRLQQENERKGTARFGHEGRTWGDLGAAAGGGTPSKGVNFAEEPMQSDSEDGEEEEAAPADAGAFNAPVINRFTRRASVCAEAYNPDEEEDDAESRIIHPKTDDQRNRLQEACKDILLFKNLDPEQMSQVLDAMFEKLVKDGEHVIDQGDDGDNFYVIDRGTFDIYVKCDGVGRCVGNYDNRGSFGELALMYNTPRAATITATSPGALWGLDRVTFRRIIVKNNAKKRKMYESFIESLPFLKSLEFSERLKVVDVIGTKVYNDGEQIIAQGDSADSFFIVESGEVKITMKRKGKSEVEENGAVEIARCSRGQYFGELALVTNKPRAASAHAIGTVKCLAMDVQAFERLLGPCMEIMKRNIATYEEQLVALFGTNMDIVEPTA
* = called active by the depositor; x = no result given.

structure,Cardiac RTF inh,PvdQ inh,DAGLB inhibitor,Keap1 Nrf2 FP,NSD2 HMT inh,SR-BI DiI-HDL act,SR-BI HDL uptake,Arr AP2 block,C-LANA FP,PKA-R2B activ
CCOC(=O)C1=CN(Cc2cccc(F)c2)S(=O)(=O)NC1c1ccc2ccccc2c1 (configuration not stated),-5,-1,-3,-1,x,8,-8,-20,5.2,-2
CC(NC(=O)c1cnc2n(c1=O)CCS2)c1ccccc1 (configuration not stated),6,-7,1,-3,x,9,-9,2,0.9,11
CC1Cc2ccccc2N1CC(=O)Nc1ccc2c(c1)OCO2 (configuration not stated),0,-4,6,-4,-2,-16,16,1,2.1,6
CC(=O)NC(NC(=S)N1CCCCCC1)C(Cl)(Cl)Cl (configuration not stated),-4,-7,1,-2,2,22,-13,-27,-1.3,11
O=C(Nc1cccc(O)c1)c1ccc(Br)c(S(=O)(=O)N2CCCCC2)c1,-2,4,-3,6,3,-26,26,8,1.6,0
O=C(c1noc2c1CCc1ccccc1-2)N1CCCc2ccccc21,-7,-3,-6,1,-3,-21,21,18,1.2,-15
Cc1ccc2nc(C)c(C(=O)N/N=C/c3cccs3)n2c1,6,8,-1,0,1,-18,18,23,-4.0,-3
Cn1cc(Cl)c(C(=O)OCC(=O)Nc2ccc(S(N)(=O)=O)cc2)n1,-7,5,-2,2,x,30,-30,9,-1.9,-13
COc1ccc(C2NC(=O)NC(c3ccccc3)=C2c2nc3ccccc3s2)cc1 (configuration not stated),0,-13,0,-1,11,-2,2,-3,0.3,-17
Clc1ccc(-c2nc3ccccc3n2OCc2ccccc2)cc1,-4,6,-5,-2,24,-39,39,9,-0.8,4
CC(=O)c1ccccc1C(=O)NCc1cccnc1,3,-7,0,-6,-2,12,-12,-9,0.4,0
CC1CCCN(C(=O)c2sc3cc([N+](=O)[O-])ccc3c2Cl)C1 (configuration not stated),1,0,-4,0,10,-18,18,4,-2.3,-18
O=C(NCC(=O)N1CCN(c2ccccc2)CC1)c1cccs1,-5,-13,2,-4,-4,9,-9,-7,0.1,9
Cc1n[nH]c(C)c1S(=O)(=O)N1CCC(C(=O)O)CC1,-21,-11,2,-7,0,x,x,2,-0.6,-6
CCOC(=O)c1c(NC(=O)CN2C(=O)N(C)C3(CCCCC3)C2=O)sc(C(=O)N(C)C)c1C,-5,0,-3,0,1,14,-14,-8,0.8,-17
Cc1ccc(C(C2C(=O)CC(C)(C)CC2=O)C2C(=O)CC(C)(C)CC2=O)s1,-10,-6,-2,-2,x,-1,1,3,0.8,6
CC1C(=O)C(C)C(c2ccccc2)N(N=O)C1c1ccccc1 (configuration not stated),-11,-16,-1,-2,-1,-1,1,6,1.2,4
CC(C)[C@H](NC(=O)NCc1ccc(F)cc1)C(=O)O,7,-1,0,0,x,-4,4,-2,13,-1
CCOC(=O)C1=C(c2ccccc2)NC(=O)NC1c1cc(OC)c(O)c([N+](=O)[O-])c1 (configuration not stated),-7,-10,3,0,31,4,-4,9,1.7,2
COc1ccc(C(=O)N2CCN(c3cccc(Cl)c3)CC2)cc1S(=O)(=O)NC1CC1,1,-5,3,-1,-1,-38,38,-5,0.8,-6

The list goes on; it opens with the 2 that closed the last part.
structure,Cardiac RTF inh,PvdQ inh,DAGLB inhibitor,Keap1 Nrf2 FP,NSD2 HMT inh,SR-BI DiI-HDL act,SR-BI HDL uptake,Arr AP2 block,C-LANA FP,PKA-R2B activ
CCOC(=O)C1=C(c2ccccc2)NC(=O)NC1c1cc(OC)c(O)c([N+](=O)[O-])c1 (configuration not stated),-7,-10,3,0,31,4,-4,9,1.7,2
COc1ccc(C(=O)N2CCN(c3cccc(Cl)c3)CC2)cc1S(=O)(=O)NC1CC1,1,-5,3,-1,-1,-38,38,-5,0.8,-6
CCN(CC)CCNC(=O)c1c(C)n(-c2ccccc2)c2cc(Br)c(OC)cc12,13,3,-2,-3,x,17,-17,22,1.1,-3
COc1cccc(COC(=O)c2c(C)nn(-c3ccccc3)c2Cl)c1OC,-7,-5,-14,-3,-3,-18,18,6,1.4,8
Nn1c(SCc2cc([N+](=O)[O-])cc3c2OCOC3)nnc1-c1cccnc1,-15,-12,1,-5,-1,5,-5,4,-1.4,5
COC(=O)c1ccc(-n2nnnc2SCC(=O)Nc2ccccc2OC)cc1,5,14,-2,2,1,-30,30,9,1.2,-1
Cc1ccc(S(=O)(=O)N2CCN(C(=O)c3ccc(Br)o3)CC2)c(C)c1,-4,-6,2,-5,-2,-4,4,-1,-0.9,-13
O=C(CCNC(=O)c1ccc([N+](=O)[O-])cc1)NNC(=O)c1ccncc1,-4,1,0,-2,-2,17,-17,5,-0.6,5
CCOC(=O)[C@@H](C)NS(=O)(=O)N(Cc1ccccc1)[C@H](C(=O)OC)C(C)C,-5,-15,-6,-3,x,10,-10,-4,-5.4,-6
O=C(NNS(=O)(=O)c1ccccc1[N+](=O)[O-])c1ccc(O)cc1,-9,-5,0,2,0,37,-37,8,-0.2,-4
OCCNc1nc(-c2ccccc2)c2cc(Cl)ccc2n1,-9,-13,-2,-2,x,-23,23,3,-1.2,13
CCS(=O)(=O)c1nc(S(=O)(=O)c2ccc(Cl)cc2)c(N2CCc3ccccc3C2)s1,0,-6,-7,0,-1,x,x,17,-0.8,2
Cc1noc(C)c1C(=O)N1CCN(Cc2ccc3c(c2)OCO3)CC1,-8,8,1,-5,13,3,-3,8,3.5,3
CN1CCN(CC(O)COc2ccc(Cl)cc2)CC1 (configuration not stated),0,-8,0,1,0,14,-14,1,-1.3,12
CCC(c1ccccc1)c1nc(-c2ccccn2)no1 (configuration not stated),3,-11,-2,-1,-1,-13,13,-1,-1.3,6
O=C(NCCCn1ccnc1)/C(=C/c1ccco1)NC(=O)c1ccccc1,5,-17,-1,1,x,1,-1,9,1.7,3
Cc1ccccc1S(=O)(=O)Oc1ccccc1C(=O)Oc1ccccc1,-1,-14,-8,-6,-1,-33,33,15,-0.5,-9
O=C(O)c1ccc(NS(=O)(=O)c2ccc3c(c2)OCCO3)cc1,-8,-15,-3,0,x,20,-20,3,0.9,4
COc1cc(OC)cc(C(=O)NC(C(=O)O)C23CC4CC(CC(C4)C2)C3)c1 (configuration not stated),-3,-11,5,-5,1,35,-35,5,-1.0,9
COc1ccccc1OC(=O)Nc1ccc(Cl)cc1,4,14,-5,-4,-5,-4,4,31,-0.2,-3
CC1(C)CC(C(CCN(Cc2ccccc2)C(=O)c2ccco2)c2ccc(F)cc2)CCO1 (configuration not stated),-5,-10,-9,3,-1,-5,5,-9,-0.2,-3
O=C(Cn1cnc2c(nnn2Cc2ccccc2F)c1=O)NCC1CCCO1 (configuration not stated),4,-9,0,-6,0,8,-8,-6,-0.3,-8
COc1ccc(NC(=S)NC2CCN(Cc3ccccc3)CC2)cc1OC,-6,-1,0,-5,2,8,-8,21,-0.6,-5
CCOC(=O)N1CCC(NC(=O)CC(NS(=O)(=O)c2ccc(Cl)cc2)c2ccco2)CC1 (configuration not stated),-3,-12,1,-7,8,-6,6,-11,3.0,1
CCN(CC)CCNc1ncnc2c1sc1nc(N3CCCC3)c3c(c12)CC(C)(C)OC3,-8,-2,1,0,80*,5,-5,-1,-12,8
C/C(=N\N=C1\NC(=O)CC(C(=O)O)S1)c1cccs1 (configuration not stated),-4,2,-1,-6,2,12,-12,18,1.0,0
Cc1ccc(OCC(=O)Nc2ccc(S(=O)(=O)N3CCN(C)CC3)cc2)cc1,0,-25,-5,-2,2,16,-16,-5,0.8,-12
CCOC(=O)c1ccc(S(=O)(=O)N2CCC(C(=O)O)CC2)cc1,-4,-6,2,-5,1,69*,-69,4,-1.6,-7
Cc1csc(SCC(=O)NC(=O)Cc2ccccc2)n1,-11,-11,-1,-3,0,-18,18,3,-0.3,-9
COc1ccc(C2C(C(=O)c3ccco3)=C(O)C(=O)N2CCN2CCOCC2)cc1 (configuration not stated),-2,-16,0,-2,-2,-1,1,-19,-1.0,-14

Whole records, looked up by structure.
`CCOC(=O)N1CCC(NC(=O)CC(NS(=O)(=O)c2ccc(Cl)cc2)c2ccco2)CC1` (configuration not stated) is entered as Cardiac RTF inh: -3; PvdQ inh: -12; DAGLB inhibitor: 1; Keap1 Nrf2 FP: -7; NSD2 HMT inh: 8; SR-BI DiI-HDL act: -6; SR-BI HDL uptake: 6; Arr AP2 block: -11; C-LANA FP: 3.0; PKA-R2B activ: 1
`Cc1csc(SCC(=O)NC(=O)Cc2ccccc2)n1` is entered as Cardiac RTF inh: -11; PvdQ inh: -11; DAGLB inhibitor: -1; Keap1 Nrf2 FP: -3; NSD2 HMT inh: 0; SR-BI DiI-HDL act: -18; SR-BI HDL uptake: 18; Arr AP2 block: 3; C-LANA FP: -0.3; PKA-R2B activ: -9
